Assay outcomes (PubChem BioAssay)
CXCR6 inh – CXCR6 (human) receptor inhibition; O00574; CHO-K1 PathHunter CXCR6 beta-arrestin, luminescence; inhibition, % at 20 µM; 360,000 tested, 0.36% active; in the data active means inhibition above about 34%, passing the limit was not always enough;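 further: antagonist mode with CXCL16 agonist at 10 nM final; 0% = 10 nM CXCL16 with DMSO and 100% = unstimulated wells without agonist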
Gli-Sufu block – blocks Gli-Sufu signaling in a luciferase reporter; inhibition, % at 5 µM; Sufu-KO-LIGHT fibroblasts, Gli luciferase reporter luminescence; 340,000 tested, 0.74% active;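 active means inhibition above about 55%, limit read from the data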;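 further: 0% = DMSO-treated cells and 100% = wells with medium but no cells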
CCR6 antag – blocks CCL20-driven beta-arrestin recruitment at human CCR6 | P51684 | CHO-K1 CCR6 PathHunter beta-arrestin, luminescence, CCL20-stimulated | inhibition, % at 20 µM | 340,000 tested, 0.49% active | AID 493098;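 active means compounds whose inhibition of the agonist-driven luminescence signal at 20 µM reaches about 50%, limit read from the data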;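 further: cells stimulated with CCL20 at 14 nM final; plate controls were DMSO with CCL20 for no effect and DMSO without agonist for full effect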
Mdm2 MdmX PPI – human Mdm2/MdmX binding inhibition. O15151+Q00987. 330,000 tested, 3% active. inhibition, % at 8 µM. SaOS-2 split-luciferase Mdm2/MdmX complementation, luminescence. AID 485346;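 active means inhibition of at least 50% at 8 µM in the primary screen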
Target sequence (O15151 whole entry, looked up): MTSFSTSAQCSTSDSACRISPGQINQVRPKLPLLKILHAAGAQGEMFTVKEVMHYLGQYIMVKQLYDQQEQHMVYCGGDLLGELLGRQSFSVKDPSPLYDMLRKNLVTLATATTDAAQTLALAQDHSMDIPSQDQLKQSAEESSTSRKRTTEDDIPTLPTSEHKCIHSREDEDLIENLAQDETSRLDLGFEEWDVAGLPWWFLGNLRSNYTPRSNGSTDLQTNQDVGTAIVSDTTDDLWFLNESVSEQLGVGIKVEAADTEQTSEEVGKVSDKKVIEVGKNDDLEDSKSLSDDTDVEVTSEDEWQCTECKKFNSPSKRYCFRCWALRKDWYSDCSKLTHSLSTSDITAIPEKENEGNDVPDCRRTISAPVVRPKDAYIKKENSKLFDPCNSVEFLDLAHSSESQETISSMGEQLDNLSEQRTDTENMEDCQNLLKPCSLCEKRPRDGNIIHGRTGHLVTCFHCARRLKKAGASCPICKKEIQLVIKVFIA
Target sequence (Q00987 whole entry, looked up): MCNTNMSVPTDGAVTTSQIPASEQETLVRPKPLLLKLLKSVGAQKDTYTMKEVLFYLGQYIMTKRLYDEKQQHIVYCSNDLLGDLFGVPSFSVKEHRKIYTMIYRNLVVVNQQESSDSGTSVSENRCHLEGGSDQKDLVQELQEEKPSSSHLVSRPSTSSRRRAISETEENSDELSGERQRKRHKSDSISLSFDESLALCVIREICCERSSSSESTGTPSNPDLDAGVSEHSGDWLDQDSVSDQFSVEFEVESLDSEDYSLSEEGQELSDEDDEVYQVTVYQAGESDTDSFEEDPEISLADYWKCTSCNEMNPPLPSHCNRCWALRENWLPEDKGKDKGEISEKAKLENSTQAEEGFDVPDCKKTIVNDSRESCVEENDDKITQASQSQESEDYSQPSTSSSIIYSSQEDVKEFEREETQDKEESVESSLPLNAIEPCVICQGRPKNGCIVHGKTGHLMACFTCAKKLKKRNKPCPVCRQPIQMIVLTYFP
697 NFkB inh – lowers PMA/ionomycin-induced NF-kB signal in 697 B cells; inhibition, % at 4 µM; 330,000 tested, 0.33% active; 697 B-cell NF-kB luciferase reporter, 16 h; AID 435022; in the data active means inhibition above about 35%
Jurkat NFkB inh – inhibitors of the PMA/ionomycin-induced NF-kB reporter in Jurkat cells; AID 435003; 330,000 tested, 0.53% active; inhibition, % at 4 µM; PMA/ionomycin-induced NF-kB luciferase reporter, luminescence; in the data active means inhibition above about 50%
UPR XBP1 act – activators of adaptive arm of unfolded protein response (XBP1); CHO-XBP1 luciferase reporter, IRE1-XBP1 UPR activation, luminescence; percent of tunicamycin response, DMSO as zero; activation, % at 20 µM; 330,000 tested, 0.33% active; AID 463104;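 active means versus positive control, 20 µM dose yields 30% or more activation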;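 further: 100% = tunicamycin at 10 µg/mL and 0% = DMSO only wells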
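Assay system: CHO-XBP1 luciferase reporter cells; Schedule: 6 h treatment, 37 °C; Detection: glow luminescence from Steady-Glo reagent; Benchmarks: high control tunicamycin 10 µg/mL final, low control DMSO vehicle only.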
UPR CHOP act – apoptotic UPR (CHOP) activation; CHO-CHOP luciferase reporter, luminescence; percent of tunicamycin response over DMSO baseline; activation, % at 10 µM; 330,000 tested, 0.34% active;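 active means at 10 µM dose, activation of 40% or more, normalized to positive control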;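 further: 100% = tunicamycin at 10 µg/mL and 0% = DMSO alone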
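Assay system: CHO-CHOP cells, stable luciferase reporter of PERK-eIF2a-CHOP signalling / Buffer or medium: F12 plus 10% serum / Compound dosing: one dose, 10 µM in 0.5% DMSO / Times: 6 h compound treatment, 37 °C / Technique: luciferase luminescence / Read-out: % reporter activation, DMSO baseline versus tunicamycin full activation / Benchmarks: tunicamycin and DMSO controls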
EBI2 block – EBI2 (human) antagonism. P32249. EBI2 beta-arrestin recruitment, luminescence, 7a,25-OHC stimulated. inhibition, % at 5 µM. 360,000 tested, 0.81% active. AID 651636; in the data active means inhibition above about 38%;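 further: enzyme fragment complementation signal reports receptor beta-arrestin coupling in cells; 0% = agonist plus DMSO wells and 100% = wells without agonist; some results beyond the cut were filed as inactive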
Starred values were filed as active, the others as inactive; · = no result given.

SMILES	CXCR6 inh	Gli-Sufu block	CCR6 antag	Mdm2 MdmX PPI	697 NFkB inh	Jurkat NFkB inh	UPR XBP1 act	UPR CHOP act	EBI2 block
COCCNC(=S)N/N=C(\C)c1cccc(OC)c1	4	-6	12	14	-10	-9	1	1.5	-5
Cc1ccccc1NC(=O)N1CCN(C/C=C/c2ccccc2)CC1	-9	1	1	17	30	8	2	0.7	6
CCCC1=Nc2cc(C(=O)N3CCN(c4ccccn4)CC3)ccc2Sc2ccc(C)cc21	4	-7	11	12	-32	-1	-2	-2.0	2
CCOC(=O)C1CCN(Cc2ccc(OC)c(OCc3ccccc3)c2)CC1	3	40	11	5	-32	0	-1	0.0	-3
COc1ccc(CNC(=O)c2ccc(CS(=O)(=O)c3ccc(C)cc3)o2)cc1	1	13	-8	6	4	5	1	-0.7	3
CCOc1ccc(S(=O)(=O)N2CCCC(C(=O)N3CCN(CC)CC3)C2)cc1Cl (configuration not stated)	-4	3	5	9	-14	-2	-2	-0.2	4
c1ccc(-c2cc3ncccc3cn2)cc1	8	-44	5	-55	-50	-56	-1	6.1	-10
O=C1c2ccncc2C(=O)N1C1CCCCC1	-3	·	17	3	-5	0	0	-0.9	-6
CC1CCCCN1C(=O)c1ccc(C(=O)Nc2ccc(F)cc2)cc1 (configuration not stated)	-3	-1	9	-33	9	3	4	-0.1	52*
COc1cccc(S(=O)(=O)Nc2cccc(C(=O)N3CCCCCC3)c2)c1	-4	2	-13	-19	5	-11	1	2.5	-16
O=C1/C(=C/c2cccs2)SC(=S)N1c1ccccc1	-15	16	5	4	-39	-10	2	6.7	-1
CCCCc1nc2ccccc2c(C(=O)O)c1C	-7	3	-11	-10	-16	-5	6	-0.7	-8
CC(C)(C)N1CC(C(=O)Nc2ccc(S(=O)(=O)N3CCCCC3)cc2)CC1=O (configuration not stated)	2	-14	3	4	-27	0	-2	-0.4	2
CCN(C(=O)COC(=O)CNC(=O)c1ccc2ccccc2c1)c1c(N)n(Cc2ccccc2)c(=O)[nH]c1=O	3	-8	9	·	·	·	·	·	-6
O=C(O)c1cccc(N/N=C/c2cn(-c3ccccc3)nc2-c2cccs2)c1	-12	-93	-3	15	-18	-43	-2	-0.1	-6
CCOC(=O)c1cc2c(=O)n3cccc(C)c3nc2n(Cc2ccco2)c1=NC(=O)c1ccc(C)cc1	-4	6	1	·	·	·	·	·	-13
COc1ccc(C(CNC(=O)c2ccc(S(=O)(=O)N3CCCC3)cc2)N2CCOCC2)cc1 (configuration not stated)	-7	-28	4	3	20	-6	-2	1.8	0
CC(=O)Nc1ccc(C(=O)N2CCc3cc4c(cc3C2C)OCCCO4)cc1 (configuration not stated)	-2	8	-2	-5	18	0	-2	2.7	4
CC(C)n1nc(C(=O)Nc2cccc(S(=O)(=O)N3CCCCC3)c2)c2ccccc2c1=O	7	-2	10	13	13	7	0	-1.1	-8
COc1ccc(OCCNC(=O)c2ccc(C)cc2)cc1	1	-52	11	-53	-6	-30	-1	-0.1	38
N#CCC(=O)Nc1ccc(C(=O)OCC(=O)Nc2ccccc2Sc2ccccc2)cc1	2	2	8	11	-29	-23	-3	-1.9	24
C=CC[C@@H](CC(=O)N[C@H](CO)Cc1ccccc1)C(=O)N[C@@H](COC(=O)[C@@H](CC=C)Cc1ccc(F)cc1)Cc1c[nH]c2ccccc12	-4	9	-3	16	-2	7	-3	0.3	1
COc1ccc(/C=C2\SC(=O)N(CCC(=O)NCCCn3ccnc3)C2=O)cc1	-5	-10	-17	-21	-10	-25	2	5.1	8
CCOC(=O)C1CCN(C(=O)COC(=O)CSc2ccc(C(N)=O)cc2[N+](=O)[O-])CC1	9	-13	13	5	17	-8	0	-0.8	0
O=[N+]([O-])c1ccc(COc2ccccc2CN2CCCCC2)cc1	11	3	8	·	·	·	·	·	-6
CCc1cc2c(NCC3CCCO3)ncnc2s1 (configuration not stated)	-11	2	1	0	-19	12	0	-1.3	-14
O=C1C=C(Nc2ccc(Cl)cc2)CC(c2ccccc2)C1 (configuration not stated)	-2	3	16	48	-33	42	0	0.7	70*
CC(=O)c1ccc(S(=O)(=O)Nc2ccc(-c3ccc4nnc(C)n4n3)cc2)cc1	6	-12	14	24	12	-13	1	-1.5	0
CCC(=O)NNc1nc2c(Cl)cccc2s1	1	-1	13	-10	22	5	-2	0.8	1
CC(C)(C)OC(=O)N1CCC(c2cc(=O)n3[nH]c(-c4ccc(Cl)cc4)cc3n2)CC1	2	13	9	49	5	6	-1	-1.4	24

For convenience, part of the list above.
SMILES	CXCR6 inh	Gli-Sufu block	CCR6 antag	Mdm2 MdmX PPI	697 NFkB inh	Jurkat NFkB inh	UPR XBP1 act	UPR CHOP act	EBI2 block
COCCNC(=S)N/N=C(\C)c1cccc(OC)c1	4	-6	12	14	-10	-9	1	1.5	-5
Cc1ccccc1NC(=O)N1CCN(C/C=C/c2ccccc2)CC1	-9	1	1	17	30	8	2	0.7	6

Additional compounds follow:
SMILES	CXCR6 inh	Gli-Sufu block	CCR6 antag	Mdm2 MdmX PPI	697 NFkB inh	Jurkat NFkB inh	UPR XBP1 act	UPR CHOP act	EBI2 block
CCOC(=O)c1c(C)c(C(=O)NCCc2ccccc2)c(C)n1C	-3	-35	3	-5	-30	-40	2	3.7	3
CN(CCc1ccccn1)C(=O)CCC1CCCN(C(=O)c2n[nH]c3c2CCCC3)C1 (configuration not stated)	9	-29	-6	5	21	3	0	-1.7	-3
CCOc1cc(C)c(S(=O)(=O)NC2CC(C)(C)NC(C)(C)C2)cc1C	5	-11	2	3	2	1	-3	0.1	-2
CN(C)CCCOC(=O)COc1ccc(Br)cc1	10	4	5	13	3	3	-1	-1.7	-14
CCc1nnc(NC(=O)CCC(=O)NCCc2ccccc2)s1	-1	0	-5	2	5	7	-3	1.3	-6
COc1cccc(C(=O)C2CCCN(C(=O)c3ccc(C#CC(C)(C)O)cc3)C2)c1 (configuration not stated)	7	60*	6	20	-25	-18	-2	-1.6	7
CCO[C@H]1OC(C(=O)N2CCN(Cc3ccccc3)CC2)=C[C@@H](C2CCCCC2)[C@@H]1CCCO	-2	15	12	5	-16	9	-1	0.0	23
O=Nc1c(O)n(Cc2cccc(C(F)(F)F)c2)c2ccccc12	-1	-2	2	36	-2	0	-2	0.3	7
CC(C)C(=O)c1cc2c(cc1NC(=O)c1cccs1)OCCO2	-5	-3	7	-1	13	4	0	-2.0	6
C[C@]12CCC(=O)CC1=CCC1C3CC=C(C#N)[C@@]3(C)CC[C@@]12O (some centres not stated)	1	2	0	16	-15	1	4	0.0	15
CN1CCN(C(=O)/C(=C/c2ccc([N+](=O)[O-])cc2)NC(=O)c2ccccc2)CC1	3	0	-7	-13	13	14	-3	2.9	3
CCOC(=O)CN1C(=O)C(=O)N(Cc2ccccc2)C1=O	3	-2	12	-2	7	-17	-4	-0.2	-3
O=C(CSc1ccc(-c2ccco2)nn1)Nc1ccccc1F	-12	-1	-3	6	-1	14	-2	-0.6	-4
CSc1nnc(Nc2ccccc2C)s1	-6	-9	10	0	-9	-5	1	-0.9	-8
NS(=O)(=O)c1ccc(NC(=O)CSc2ccccc2)cc1	1	-6	8	-28	3	-27	1	2.4	-12
O=C(Nc1ccncc1)C1CCCN(S(=O)(=O)c2cccc3cccnc23)C1 (configuration not stated)	-3	-7	1	33	-84	63*	6	-1.7	-2
CCSc1nc2ccccc2c(=O)n1OCC(=O)OC	3	-1	-11	-20	13	1	0	-1.8	-10
Cc1ccccc1NC(C)C(=O)N/N=C/c1c[nH]c2ccccc12 (configuration not stated)	2	-1	-5	-14	-24	-29	1	0.5	-3
Cc1ccc(-c2ocnc2C(=O)N2CCN(C(=O)c3cccs3)CC2)cc1	6	-3	4	-17	-4	-14	-1	-1.6	-10
Cc1ccc2c(c1)CCCN2C(=O)c1ccco1	-7	3	4	-15	22	4	0	-1.9	0
Cc1ccc2cc(CCNC(=O)C(C)C)c(=O)[nH]c2c1	-4	-1	-2	-22	9	0	-4	0.5	6
C=CC[C@@H](CC(=O)OC(C)(C)C)C(=O)OC[C@@H]1CCCN1C(=O)[C@@H](CC=C)CC(=O)N(CCO)Cc1ccccc1	-6	1	20	12	-20	-3	-2	2.0	-22
Cc1cc(C)nc(N(C#N)Cc2ccccc2Cl)n1	2	2	19	5	10	7	0	-0.4	1
O=C(Cc1ccc(S(=O)(=O)N2CCCC2)s1)Nc1cccc([N+](=O)[O-])c1	2	-13	17	30	10	-5	0	-0.8	-1
Cc1ccc2c(c1C)NC(=O)C21N2CCCC2C(C(=O)c2ccc3ccccc3c2)C12C(=O)Nc1ccccc12 (configuration not stated)	-3	-7	8	·	·	·	·	·	31
O=C(CNC(=O)Cc1ccccc1)NCc1cccc(C(F)(F)F)c1	3	-11	0	17	-3	-7	0	0.6	8
COc1cc2c(cc1NC(=O)c1cccc([N+](=O)[O-])c1)oc1ccccc12	-1	3	7	71*	-28	-39	7	20	-31
CC(=O)c1ccc(N2CCN(c3ccc(C(F)(F)F)cn3)CC2)cc1	-21	52	-6	·	·	·	·	·	-12
CC(Oc1ccc(Br)cc1)C(=O)N1CCc2ccccc21 (configuration not stated)	2	·	13	-6	0	2	1	0.6	31
Cc1ccc(NC(=O)c2noc3c2CCCCC3)cc1C	3	-88	3	-124	-317	-248	1	0.5	16
O=C(CNC(=O)c1ccco1)Nc1cc(Cl)ccc1N1CCOCC1	-10	5	-12	5	3	-11	-2	0.6	4
CCCC(=O)Nc1nc2nc(-c3ccccc3)cc(=O)n2[nH]1	-7	-23	-13	11	21	0	-1	-1.5	-6
C=CCNC(=O)COC(=O)c1oc2ccccc2c1CSC1CCCCC1	7	11	6	3	6	7	0	-1.0	22
COc1ccc(NS(=O)(=O)c2ccc(NC(=O)c3ccc(CN4CCOCC4)cc3)cc2)cc1	-2	57*	20	-4	-52	28	-3	0.0	-7
CCCCCn1c(=O)[nH]c2cc(C(=O)NCCCN3CCCCC3)ccc2c1=O	1	17	7	26	-8	-1	2	1.0	2
CC(C)n1c(CN2CCN(Cc3ccccc3)CC2)nc2ccccc21	3	2	3	9	-19	-10	-3	-2.1	-9
Cc1nc2ccccc2n1/N=C/c1cccnc1	-5	-1	-2	27	21	-4	1	0.8	-10
CC(C)CCNC(=O)c1ccc(CS(=O)(=O)Cc2ccccc2F)o1	-9	2	-4	32	2	15	-1	1.2	-28
CCOc1ccccc1OCC(=O)Nc1nc2ccccc2[nH]1	-11	4	7	4	27	-5	3	4.2	-7
Cc1ccc(NC(=O)C2CCCN(c3ncccn3)C2)cc1C (configuration not stated)	4	17	1	-39	-16	-48	-1	4.6	0
NS(=O)(=O)c1ccc(N2N=C(c3ccccc3)CC2c2cccc(Cl)c2)cc1 (configuration not stated)	-2	3	23	40	1	·	9	2.1	13

Some entries already given, reduced to 697 NFkB inh and CCR6 antag.
mol	697 NFkB inh	CCR6 antag
c1ccc(-c2cc3ncccc3cn2)cc1	-50	5
O=C(CSc1ccc(-c2ccco2)nn1)Nc1ccccc1F	-1	-3
CN(CCc1ccccn1)C(=O)CCC1CCCN(C(=O)c2n[nH]c3c2CCCC3)C1 (configuration not stated)	21	-6
CC(C)n1nc(C(=O)Nc2cccc(S(=O)(=O)N3CCCCC3)c2)c2ccccc2c1=O	13	10
CCc1cc2c(NCC3CCCO3)ncnc2s1 (configuration not stated)	-19	1
